NOD1 inhibition: NOD1 signaling inhibitors, primary screen, cell-based, luminescence, uHTS (AID 1578). 1% of 290,000 active. inhibition, % at 4 µM; hits with a dose series show EC50 in µM. NOD1-driven NF-kB luciferase reporter cells, luminescence; higher % means a stronger effect; in the data active means inhibition mostly above about 36%, no sharp cut-off; inactive means mostly below about 34%;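 further: HEK-293T reporter cells stimulated with the NOD1 agonist gamma-tri-DAP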
M1AAP inhibition: malaria alanyl aminopeptidase activity blockers – biochemical, fluorogenic H-Leu-NHMec substrate, 1536-well (AID 1445); recombinant M1AAP, H-Leu-NHMec fluorogenic kinetic assay; higher % means a stronger effect; inhibition, % at 30 µM, or IC50 in µM where a hit was titrated; 0.42% of 220,000 active;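 active means primary inhibition above the hit cutoff, then over 50% inhibition at one or more dose response concentrations, cut at about 23% in these data, passing the limit was not always enough; inconclusive means conflicting primary data, or primary hits not chosen for dose response; inactive means low primary inhibition, or under 50% at every dose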;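 further: plate controls were DMSO full reaction for no effect and no enzyme background for full effect; strong numbers were not always called active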
KOR beta-arrestin-1: KOR agonists, beta-arrestin recruitment, primary screen, cell-based, luminescence, uHTS (AID 1777) | 0.02% of 280,000 active | one-dose activation, % at 10 µM; EC50 in µM for titrated hits | KOR beta-arrestin recruitment, luminescence; higher % means a stronger effect; in the data active means activation above about 50%, passing the limit was not always enough; further: a part of the inactive calls stands beside numbers as strong as those of hits
AID2073: inhibitors of Mint1-CaV2.2 protein interaction, biochemical, HTRF (AID 2073); one-dose inhibition, % at 20 µM; IC50 in µM for titrated hits; HTRF protein-protein interaction, Mint1-CaV2.2; higher % means a stronger effect; 0.19% of 290,000 active; in the data active means inhibition mostly above about 51%, no sharp cut-off; inconclusive means no clear call, values can overlap the other calls; inactive means mostly below about 53%; further: some results filed as inactive read as strong as hits
KOR beta-arrestin-2: kappa opioid receptor blockers – cell-based, luminescence, uHTS (AID 1778) | one-dose inhibition, % at 10 µM; IC50 in µM for titrated hits | 0.091% of 290,000 active | KOR beta-arrestin recruitment, luminescence, antagonist mode; higher % means a stronger effect; further: strong numbers were not always called active
NOD2 inhibition: NOD2 signaling inhibitors, cell-based, luminescence, uHTS, HEK293 (AID 1566); inhibition, % at 4 µM; hits with a dose series show EC50 in µM; HEK293 NOD2/NF-kB luciferase reporter, luminescence; higher % means a stronger effect; 0.63% of 290,000 active; further: many of its hits are not listed in these tables
GPR55 beta-arrestin: selective activators of receptor GPR55 – imaging, U2OS cells, beta-arrestin-GFP redistribution, primary screen (AID 1961) | activation, % at 10 µM; hits with a dose series show EC50 in µM | U2OS GPR55 beta-arrestin-GFP redistribution imaging; higher % means a stronger effect | 0.048% of 290,000 active;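 active means activation above 40% with more than 50 cells counted in the well; inconclusive means wells holding fewer than 50 cells, flagged as toxic or sparse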;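 further: U2OS osteosarcoma cells stably expressing GPR55 and beta-arrestin-GFP; plate controls were DMSO negative control for no effect and LPI positive control for full effect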
Dynein cargo inh: blocks dynein driven cargo transport along microtubules; 3617.4 mouse cells, GR-EGFP nuclear translocation imaging; test concentration mostly 20 µM; stimulated with dexamethasone, 1 µM; stronger effect = lower value; 0.47% of 220,000 active; z-score, hits read low;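 active means plate z-score of nuclear minus cytoplasmic receptor signal below a set negative limit, without overly bright fluorescence or cell loss, cut at about -3.5 in these data, passing the limit was not always enough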;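 further: z-score of nuclear minus cytoplasmic ring GR-EGFP intensity difference per well; some compounds called inactive have numbers as strong as hits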
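Buffer or medium: Induction medium lacking tetracycline, stripped serum | Also added: Dexamethasone agonist, 1.0 µM final, for 30 min | Timing: 48 h induction, 1 h compound, 30 min dex at 37 °C | Detection: Formaldehyde fixation, Hoechst nuclear stain, 10x automated fluorescence imaging | Measure: Nuclear versus cytoplasmic GR-EGFP signal, averaged per well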
M17LAP inhibition: P. falciparum M17LAP inhibitors, primary screen, biochemical, fluorogenic H-Leu-NHMec substrate, 1536-well (AID 1619). one-dose inhibition, % at 30 µM; IC50 in µM for titrated hits. recombinant M17LAP, H-Leu-NHMec fluorogenic kinetic assay; higher % means a stronger effect. 0.38% of 220,000 active;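 active means compound inhibiting the enzyme by more than half at any dose during confirmatory dose-response retesting; inconclusive means strong single-dose inhibitors picked by rank but not retested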;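 further: plate controls were full reaction with DMSO carrier for no effect and no enzyme background for full effect; strong numbers were not always called active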
Dynein cargo inh cytoplasmic EGFP: also measured in Dynein cargo inh; calls as there; z-score; measured here: cytoplasmic GR-EGFP intensity; stronger effect = higher value
Dynein cargo inh nuclear GR-EGFP: also measured in Dynein cargo inh; calls as there; z-score; measured here: nuclear GR-EGFP intensity;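 lower value marks the stronger effect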
Dynein cargo inh cell count: also measured in Dynein cargo inh; calls as there; z-score; measured here: cell count per field
Numbers without * were called inactive; ? = inconclusive; . = no result given; [ ] = another dose, or the depositor's remark. Unless noted, no stated cut-off is given here; in the data, active means inhibition above about 50%; inactive means the rest. The list is partial (hit frequency here may not be typical).

SMILES	NOD1 inhibition	M1AAP inhibition	KOR beta-arrestin-1	AID2073	KOR beta-arrestin-2	NOD2 inhibition	GPR55 beta-arrestin	Dynein cargo inh	Dynein cargo inh cytoplasmic EGFP	Dynein cargo inh nuclear GR-EGFP	Dynein cargo inh cell count	M17LAP inhibition
CCc1ccc(Nc2nnc(SCC(=O)N(C)CC(=O)Nc3ccccc3CC)s2)cc1	39.6%	6.5%	2.3%	-2.7%	.	6.9%	0.7%	-0.511	-0.311	-0.572	0.573	8.0%
O=C(CN(C(=O)c1csnn1)c1ccccc1)NCCc1ccccc1	-18.8%	.	6.2%	4.9%	-40.1%	-10.4%	-0.4%	.	.	.	.	.
Oc1oc(-c2cccc3ccccc23)nc1/C=N/c1nccs1	-7.0%	3.9%	-1.5%	14.4%	36.8%	9.8%	0.2%	0.338	-0.218	0.699	-0.838	8.1%
O=C(NC1CS(=O)(=O)CC1NCc1ccccc1)c1ccccc1 (stereo not drawn)	-28.2%	5.0%	10.5%	-10.1%	10.5%	-6.2%	0.2%	0.242	-0.456	-0.138	0.132	7.6%
CCOC(=O)C1(Cc2ccccc2C)CCCN(C(=O)CCc2c(C)noc2C)C1 (stereo not drawn)	12.7%	.	-0.5%	4.9%	2.0%	11.2%	-0.2%	.	.	.	.	.
Cc1ccc(S(=O)(=O)[N-]c2nc3ccccc3nc2-[n+]2cc(C)cc(C)c2)cc1	-6.4%	10.8%	4.4%	2.2%	-9.3%	12.1%	0.5%	-0.682	-0.173	-0.0191	0.757	25.2%
O=c1c2ccccc2nc(SCc2ccc([N+](=O)[O-])cc2)n1-c1ccc(Cl)cc1	36.0%	2.3%	9.5%	-2.3%	8.8%	17.2%	-0.5%	0.905	-0.223	0.774	-0.138	-0.9%
COc1ccc(C(=O)n2nc(-c3ccco3)nc2SC)cc1OC	-6.0%	7.9%	-3.0%	3.8%	33.3%	-2.6%	-0.2%	-3.95*	0.09*	-1.84*	0.854*	14.8%
O=C(NCCN1CCN(C(=O)c2ccc(F)cc2)CC1)C(=O)NCc1ccccc1	-24.0%	.	-1.9%	11.6%	11.3%	4.2%	.	.	.	.	.	.
Cc1occc1-c1nnc(SCC(=O)NC2CCCC2)n1C	-2.8%	.	-0.5%	6.3%	-55.5%	1.3%	-0.1%	.	.	.	.	.
O=C1/C(=C/c2cccnc2)CC/C1=C\c1cccnc1	5.4%	15.1%	0.8%	2.2%	-6.8%	1.3%	0.6%	-2.52	0.0143	-1.17	0.549	-3.9%
O=C(O)CSCC(=O)N1CCCN(c2nc3ccc(Cl)cc3s2)CC1	-7.5%	0.4%	1.2%	-1.0%	16.1%	19.4%	1.0%	-0.359	-0.195	-0.121	0.264	0.7%
O=C(NCC1CCCO1)c1nc(Cn2ccc([N+](=O)[O-])n2)no1 (stereo not drawn)	-1.1%	.	-4.5%	1.0%	-0.4%	18.5%	-0.2%	.	.	.	.	.
CC(C)C(=O)NC(=O)[C@@H]1CCCN1C(=O)/C=C/c1ccccc1	-29.7%	10.5%	-1.3%	-2.4%	-2.7%	2.4%	0.2%	-0.209	-0.312	0.251	0.552	7.6%
O=C(NCCN1CCOCC1)c1cc(-c2ccc(Cl)c(Cl)c2)on1	-41.3%	.	0.4%	7.6%	-29.0%	-9.4%	-0.2%	.	.	.	.	.
Cc1ccc(N2CC(C(=O)Nc3ccncc3)CC2=O)cc1 (stereo not drawn)	-8.4%	-8.0%	-1.9%	-0.9%	-2.0%	-0.4%	0.1%	-0.153	-0.222	-0.134	0.849	6.7%
NC(=O)C1CC(=O)N(c2ccc(OCc3ccc(F)cc3)cc2)C1 (stereo not drawn)	-71.5%	.	-1.3%	5.5%	7.3%	-35.1%	-0.2%	.	.	.	.	.
COC(=O)c1ccc(NC(=O)C2C3C=CC(C3)C2C(=O)O)cc1 (stereo not drawn)	-12.1%	.	-0.9%	5.7%	-17.2%	-9.6%	0.0%	.	.	.	.	.
Cc1c(N(C)C(=O)C2CCCN2S(=O)(=O)c2ccccc2)c(=O)n(-c2ccccc2)n1C (stereo not drawn)	-0.5%	2.1%	-6.7%	0.3%	-40.5%	3.3%	-0.1%	-0.0979	-0.266	0.241	0.0405	12.1%
CCS(=O)(=O)N1Cc2ccccc2CC1C(=O)Nc1cccc(S(=O)(=O)N(C)C)c1 (stereo not drawn)	-8.4%	.	1.1%	10.9%	-43.9%	2.8%	0.0%	.	.	.	.	.
Cc1cc(C)n(CC(=O)O)n1	-19.7%	12.4%	-6.1%	9.2%	-38.7%	1.9%	-0.1%	-0.111	-0.25	-0.709	0.755	-2.4%
Cc1cc(N2CCN(C3CCCCC3)CC2)nc2cccc(O)c12	-15.3%	5.1%	1.2%	14.9%	32.1%	9.8%	-0.1%	-0.877	-0.13	-0.12	0.383	-6.1%
FC(F)(F)c1cnc(Sc2nc3nccc(-c4ccc(Cl)cc4)n3n2)c(Cl)c1	17.8%	2.8%	-4.0%	1.5%	1.2%	11.9%	0.2%	-0.038	-0.0379	-0.277	-0.774	-6.9%
CCN(C(=O)COC(=O)c1cc(-c2ccc3cc(OC)ccc3c2)nc2ccccc12)C1CCS(=O)(=O)C1 (stereo not drawn)	-39.2%	12.2%	5.0%	23.9%	-55.4%	-123.4%	0.0%	1.44	0.726	0.535	-1.05	-4.8%
COc1ccc(C2=NC(=O)/C(=C\c3cc(OC)c(OC)c(OC)c3)O2)cc1	15.6%	3.6%	0.1%	8.1%	-17.7%	-6.0%	?	-1.39	0.109	-0.958	0.826	20.3%
Cc1cc(O)c(C(=O)Cc2csc(C)n2)c(O)c1	-55.0%	7.6%	0.9%	3.1%	-27.4%	-29.8%	0.1%	0.484	-0.225	0.346	0.0689	9.1%
CC(NC(=O)CCn1nc(-c2ccc(Cl)cc2)ccc1=O)c1ccccc1 (stereo not drawn)	-21.3%	6.2%	5.4%	-7.2%	4.3%	8.6%	0.8%	-0.564	-0.302	-0.304	0.684	0.4%
Cc1cc(OC(C)C(=O)N(Cc2cccs2)C2CCS(=O)(=O)C2)ccc1Cl (stereo not drawn)	16.6%	.	-0.3%	6.2%	11.5%[20 µM]	11.1%	1.0%	.	.	.	.	.
CC1CCc2cc(F)ccc2N1C(=O)C1(C)CC1(Cl)Cl (stereo not drawn)	-9.4%	2.2%	-0.6%	-7.1%	16.3%	10.4%	-0.1%	-0.109	-0.277	-0.00679	0.0755	-1.2%
COc1ccccc1-n1cn[nH]c1=S	-6.1%	0.6%	.	-20.2%	19.0%	4.2%	-0.1%	-0.415	0.234	0.689	-1.98	-2.5%
COc1ccc2c(c1)cc(C(=O)N[C@@H](Cc1ccccc1)C(=O)N[C@@H](C)C(=O)O)n2C	2.5%	.	-4.5%	29.1%	7.2%	25.9%	0.3%	.	.	.	.	.
CC(C)c1ccccc1NC(=S)N(C)C	6.8%	-3.3%	.	6.6%	4.8%	9.0%	-0.1%	-0.65	-0.217	-0.589	0.937	-0.5%
COc1ccc(CC(=O)n2nc(-c3ccc(Cl)cc3)nc2NCc2ccco2)cc1	.	9.3%	6.6%	-2.3%	-1.4%	-48.9%	-0.2%	-0.282	-0.308	0.021	0.317	10.3%
O=C(Nc1cccc(C(F)(F)F)c1)c1cccnc1NCCO	0.5%	.	-2.1%	14.9%	3.1%[20 µM]	10.2%	-0.1%	.	.	.	.	.
O=C1ON=C(c2ccccc2)/C1=C/c1ccc(-c2ccccc2[N+](=O)[O-])o1	46.2%	13.3%	0.3%	33.3%	-29.9%	9.5%	0.4%	-5.89*	1.58*	-2.09*	0.0799*	21.7%
Cc1ccc(N2CC(C(=O)NC(C)CCc3ccccc3)CC2=O)cc1 (stereo not drawn)	-20.6%	.	1.6%	-4.5%	-24.2%	2.1%	-0.1%	.	.	.	.	.
CC(=O)c1cccc(NC(=O)CC2S/C(=N/N=C/c3ccccc3)NC2=O)c1 (stereo not drawn)	-15.7%	-0.7%	-1.9%	42.0%	-14.6%	-2.6%	0.5%	0.646	-0.195	0.456	0.22	-4.6%
C=CCSc1nc(C)c(CC=C)c(=O)[nH]1	-34.6%	1.7%	-1.5%	-4.0%	-27.7%	6.2%	-0.5%	0.198	-0.187	0.541	-0.19	3.4%
CC12CCC(C(=O)Nc3c(Cl)cccc3Cl)(C(Br)C1=O)C2(C)C (stereo not drawn)	41.8%	-1.4%	2.1%	5.5%	-52.1%	-13.2%	-0.5%	-0.912	-0.276	-0.626	0.044	-0.2%
CCN1CCCC1CNS(=O)(=O)c1cccc(C(F)(F)F)c1 (stereo not drawn)	-40.9%	6.9%	-1.2%	17.6%	1.4%	2.9%	0.2%	0.428	-0.187	0.56	-0.868	-9.4%
O=C(c1ccco1)N1N=C(c2cccs2)CC1c1ccco1 (stereo not drawn)	-3.5%	7.6%	.	14.6%	-25.0%[20 µM]	-53.8%	0.0%	0.425	-0.0466	0.52	0.0176	0.3%
CS(=O)(=O)N1CCN(c2nnc(-c3ccccc3)c3ccccc23)CC1	-11.8%	6.2%	3.8%	8.2%	-0.6%	17.8%	-0.2%	1.63	-0.228	0.971	0.0339	7.8%
Cc1ccc(NC(=O)CSc2nnc(Cc3cccn3C)n2-c2ccc(F)cc2)cc1	42.5%	5.0%	-2.7%	-1.8%	3.2%	8.3%	0.6%	-0.568	-0.153	-0.0161	-0.0312	-1.4%
COCCC(=O)N1CCC(Oc2ccc(C(=O)N3CCCCCC3)cc2)CC1	-23.3%	.	-2.6%	2.3%	-32.1%	9.6%	-0.2%	.	.	.	.	.
Cc1ccc(CCC(=O)Nc2ccc(CC(=O)O)cc2)o1	-11.2%	.	1.4%	-1.6%	-18.5%	11.5%	-0.1%	.	.	.	.	.
O=C(CSc1nc2ccccc2o1)N1CCN(c2ccc(Cl)cc2)CC1	-23.8%	0.4%	1.2%	1.7%	11.1%	8.0%	-0.1%	2.15	-0.203	1.48	-1.13	9.8%
